core dimer inh: inhibitors of HCV core protein dimerization, primary screen, biochemical, TR-FRET, high-throughput; TR-FRET GST/Flag-core106 dimerization, 1536-well; inhibition, % at 5 µM; actives 0.33% (n = 300,000); AID 1899, 2009;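 active = inhibition above the mean of all tested compounds plus 3 SD, set per screening campaign, cut at about 45% in these data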
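test system = GST/Flag-tagged HCV core106 proteins | probe or stimulus = Eu donor and XL665 acceptor anti-tag antibodies | times = compound-protein-antibody incubation 4 h at 22.5 °C | signal = TR-FRET, excitation 340 nm, emission 617 and 671 nm | measure = percent inhibition of core106 dimerization signal | controls = wells lacking GST-core106 and wells with excess unlabelled core106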
CTSL1 counter: Fasciola hepatica cathepsin L1 inhibitors, primary screen, counter-screen for PFM18AAP inhibitor project, biochemical, QFRET, fluorogenic peptide substrate; recombinant F. hepatica cathepsin L1, Z-Leu-Arg-MCA fluorescence; inhibition, % at 5.96 µM; actives 0.49% (n = 300,000);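 active = inhibition above the mean of all tested compounds plus 3 SD, set per screening campaign, cut at about 17% in these data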;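 note: 0% = plate median of test compound wells and 100% = 1 µM Z-Phe-Ala-diazomethylketone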
TPT1 inh: Candida albicans TPT1 enzyme inhibitors, primary screen, biochemical, fluorescence polarization. tRNA 2'-phosphotransferase TPT1 (Candida albicans SC5314). recombinant caTPT1, FP RNA substrate dephosphorylation. inhibition, % at 5 µM. actives 0.81% (n = 300,000);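 active = inhibition above the mean of all tested compounds plus 3 SD, set per screening campaign, cut at about 24% in these data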;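 note: plate controls were DMSO alone for no effect and ferristatin control at 100 nM for full effect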
proCasp3 act: activators of human procaspase-3 D3A mutant, primary screen, biochemical, absorbance, PC-3 D3A mutant, single concentration; Caspase-3 (Homo sapiens), P42574; recombinant procaspase-3 D3A, Ac-DEVD-pNA absorbance 405 nm; activation, % at 8.5 µM; actives 0.11% (n = 330,000);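 active = activation above the mean of all tested compounds plus 3 SD, cut at about 21% in these data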;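 note: 0% = DMSO alone and 100% = DMSO wells spiked with extra 5 µM PC-3 D3A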
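Test system: Procaspase-3 D3A mutant; medium: Zinc-free HEPES/NaCl buffer with 0.01% Triton X-100 at pH 7.4; reagent: DEVD-pNA substrate; doses: one concentration, 8.5 µM nominal, 0.8% DMSO; times: 1 h preincubation plus 2 h reaction at 25 °C; signal: Epi-absorbance at 405 nm of released p-nitroaniline, 0 and 120 min; replicates: singlicate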
procasp7 counter: procaspase-7 activators, primary screen, counter-screen for procaspase-3 activator project, biochemical, absorbance, HTS, human; actives 0.093% (n = 330,000); AID 463210, 2010; recombinant procaspase-7, Ac-DEVD-pNA absorbance 405 nm; D23A/D198A/D206A triple mutant, cannot self-cleave; scale: DMSO 0, 5 µM enzyme 100; activation, % at 8.5 µM; Caspase-7 (Homo sapiens), P55210;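 active = percent activation above the screen-wide mean plus 3 SD, cut at about 25% in these data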
Target sequence (P55210 whole entry D23A/D198A/D206A): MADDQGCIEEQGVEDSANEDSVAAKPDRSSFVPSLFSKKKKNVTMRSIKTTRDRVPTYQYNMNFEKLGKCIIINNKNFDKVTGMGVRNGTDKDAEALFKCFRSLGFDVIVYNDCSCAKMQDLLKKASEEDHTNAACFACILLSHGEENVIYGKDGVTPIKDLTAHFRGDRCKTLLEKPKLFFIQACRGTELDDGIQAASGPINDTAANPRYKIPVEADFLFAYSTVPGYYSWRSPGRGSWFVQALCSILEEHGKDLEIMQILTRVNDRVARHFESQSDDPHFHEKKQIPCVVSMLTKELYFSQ
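System: Uncleavable procaspase-7 mutant enzyme; Amount: 2 µM procaspase-7 mutant as dispensed; Schedule: 1 h compound preincubation, 2 h substrate cleavage, 25 °C; Measured by: 405 nm absorbance of p-nitroaniline; Evaluation: percent activation from buffer-corrected 0–120 min absorbance change; Control set: low DMSO alone, high DMSO plus 5 µM PC-7.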
Efflux pump inh: inhibitors of Candida efflux pumps in yeast, primary screen, S. cerevisiae, Nile Red, multiplex. S. cerevisiae Candida pump triplex. inhibition, % at 10 µM. actives 0.44% (n = 330,000). AID 485275, 2010;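 active = plate passing quality check with inhibition over a set limit, or well fluorescence over plate mean plus 4 SD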;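 note: Nile Red retained in pooled yeast measured as flow cytometry median fluorescence; 0% = buffer negative control and 100% = Enniatin B positive control; higher means more Nile Red kept so more efflux inhibition; some compounds called inactive have numbers as strong as hits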
PP5 inh: PP5 phosphatase inhibitors, primary screen, biochemical, fluorescence. AID 1987, 2009. inhibition, % at 6.7 µM. actives 0.18% (n = 320,000). purified PP5c, OMFP substrate fluorescence. Serine/threonine-protein phosphatase 5 (Homo sapiens), P53041;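 active = inhibition above the campaign's mean inhibition across all tested compounds plus 3 SD, cut at about 9.5% in these data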;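 note: 0% = DMSO only and 100% = 100 µM cantharidin control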
PP1 inh: PP1-alpha phosphatase inhibitors, primary screen, counter-screen for PP5 inhibitor project, biochemical, fluorescence, OMFP substrate, single point. Serine/threonine-protein phosphatase PP1-alpha catalytic subunit (Homo sapiens), P62136. purified PP1alpha. inhibition, % at 6.7 µM. actives 0.9% (n = 320,000);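 active = inhibition above the mean inhibition of all tested compounds plus 3 SD, computed separately for each screening campaign, cut at about 15% in these data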
Target sequence (P62136 whole entry, looked up): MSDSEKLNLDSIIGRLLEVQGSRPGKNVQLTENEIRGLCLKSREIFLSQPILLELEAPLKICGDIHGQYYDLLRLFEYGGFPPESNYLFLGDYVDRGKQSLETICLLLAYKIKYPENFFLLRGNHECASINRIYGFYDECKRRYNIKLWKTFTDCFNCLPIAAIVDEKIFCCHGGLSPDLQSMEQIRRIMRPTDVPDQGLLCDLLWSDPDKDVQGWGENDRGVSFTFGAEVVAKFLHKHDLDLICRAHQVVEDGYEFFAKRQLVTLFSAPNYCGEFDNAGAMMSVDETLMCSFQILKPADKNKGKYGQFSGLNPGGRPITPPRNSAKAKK
GASC-1 inh: inhibitors of GASC-1 histone demethylase, primary screen, biochemical, fluorescence, DELFIA europium; AID 2099, 2009; actives 0.069% (n = 330,000); inhibition, % at 2.35 µM; GST-JMJD2C(1-420) H3K9me3 demethylation;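 active = more than half of a compound's replicate wells show inhibition beyond 50%, single wells judged on their own value; inconclusive = some, but no more than half, of replicates pass 50% inhibition; inactive = no replicate passes 50% inhibition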;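 note: signal counts dimethyl H3K9 product captured on neutravidin plate; 0% = median of DMSO wells and 100% = 0.3 times that DMSO median; strong numbers were not always called active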
Target sequence (Q9H3R0 1-420 limits assumed): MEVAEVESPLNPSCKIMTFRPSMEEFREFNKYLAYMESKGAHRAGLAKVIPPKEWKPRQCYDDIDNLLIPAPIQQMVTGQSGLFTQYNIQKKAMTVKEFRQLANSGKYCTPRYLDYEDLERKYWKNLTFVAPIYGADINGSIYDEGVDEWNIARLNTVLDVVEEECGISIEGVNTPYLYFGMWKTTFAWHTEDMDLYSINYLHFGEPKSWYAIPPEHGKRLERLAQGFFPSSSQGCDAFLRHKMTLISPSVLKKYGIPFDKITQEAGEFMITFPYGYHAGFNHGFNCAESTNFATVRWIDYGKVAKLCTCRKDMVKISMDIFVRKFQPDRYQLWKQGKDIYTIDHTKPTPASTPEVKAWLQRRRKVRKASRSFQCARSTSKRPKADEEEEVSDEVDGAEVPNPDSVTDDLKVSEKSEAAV
Numbers without * were called inactive; ? = inconclusive; . = not tested or not shown.

The line under a structure holds: core dimer inh, CTSL1 counter, TPT1 inh, proCasp3 act, procasp7 counter, Efflux pump inh, PP5 inh, PP1 inh, GASC-1 inh
> O=C(NCC(c1ccco1)N1CCN(c2ccc(F)cc2)CC1)c1ccco1 (stereo unspecified)
→ -4.5, -5.3, -1.7, 2.2, 2.3, -0.1, -2.0, -2.5, ?
> Cc1ccc(NC(=O)O/N=C/c2ccc(F)cc2)cc1
→ -1.4, -7.1, 1.2, -0.4, 6.3, 0.0, -0.5, -2.9, 17.4
> O=C1NC(=S)N(c2cccc(Cl)c2)C12CCCCC2
→ 1.4, 0.4, -1.9, 2.1, 4.4, -0.1, -3.7, -0.9, -7.4
> CCOc1ccc(/C=N/NC(=O)C(C)Sc2ccccn2)cc1OCC (stereo unspecified)
→ -8.2, -2.3, -2.3, 2.3, 8.0, -0.5, 2.4, -1.3, 1.9
> O=c1[nH]c2ccc(S(=O)(=O)N3CCN(c4ccccc4F)CC3)cc2s1
→ 18.7, 1.0, -2.8, 3.9, 4.4, -0.1, -1.1, 3.1, -4.4
> CCOc1ccc(C(=O)Nc2ccc(N3CCN(S(C)(=O)=O)CC3)cc2)cc1[N+](=O)[O-]
→ 13.4, -0.1, -3.2, 6.3, 1.1, 0.1, 3.6, -0.6, 9.3
> COc1ccc(-c2ccc(=O)n(CC(=O)Nc3ccc(C(=O)NC4CC4)cc3)n2)cc1OC
→ -2.9, 3.6, -3.0, -1.4, 2.1, -0.1, -0.7, 0.4, 4.8
> CCOC(=O)c1cc2n(c1N)-c1ccccc1C2=O
→ 0.8, -1.3, -47.9, -0.5, -4.2, 0.0, -0.9, -0.1, -1.0
> Cc1cccc(N/N=C/c2ccccc2O)c1
→ 25.4, 6.3, 1.9, -4.5, -6.5, -0.1, 0.4, -2.8, -0.6
> CCS(=O)(=O)N1CCC(C(=O)NCc2ccc(F)cc2Cl)CC1
→ -5.8, -2.5, -0.3, 8.4, -1.5, 0.1, 1.2, -2.6, -0.5
> FC(F)(F)c1cccc(OCc2noc(-c3ccsc3)n2)c1
→ -2.3, -4.5, -2.4, 5.4, -1.5, -0.1, 2.1, 3.7, 2.4
> Cc1cc2c(c(SCC(=O)NCc3ccc(Cl)cc3)n1)C(=O)OC2
→ 0.6, 7.1, 1.7, 7.0, 8.9, 0.2, -0.9, -0.5, 0.6
> COc1ccc(NC(=O)Cn2cc(S(=O)(=O)Cc3ccccc3)c3ccccc32)c(OC)c1
→ 52.0*, 0.9, 0.2, 4.2, 1.7, 9.6*, 5.1, 6.1, 9.4
> C=CC[C@@H](CC(=O)N[C@H](CO)Cc1ccccc1)C(=O)N[C@@H](COC(=O)[C@H](CC=C)CC(=O)OC(C)(C)C)Cc1ccccc1
→ ., ., ., 2.7, 1.3, 0.0, ., ., 4.2
> O=C(O)COc1ccccc1C=NNc1ccc([N+](=O)[O-])cc1S(=O)(=O)Nc1ccc(Cl)cc1
→ ., ., ., -22.2, -38.6, -0.1, ., ., -1.0
> CNC(=O)c1cc(-c2ccc(Cl)cc2)n(-c2ccccc2)n1
→ -5.5, 2.3, -0.7, 9.8, 0.9, 0.0, 2.9, -1.8, 3.1
> CCc1ccc(CN(C)Cc2nc(Cc3ccc(OC)c(OC)c3)no2)nc1
→ 8.5, 3.3, -2.7, 6.2, 1.9, 0.0, 1.2, -1.1, -1.0
> Cc1cccc(NC(=O)Cn2c([N+](=O)[O-])cnc2C)c1C
→ -1.9, 0.8, -0.9, -7.4, 1.5, 0.0, -0.9, -0.4, -1.7
> O=C(CSc1n[nH]c(=O)[nH]c1=O)Nc1ccc(Br)cc1Br
→ ., ., ., 13.0, 6.0, -0.1, 2.1, -4.1, 0.7
> COc1ccccc1-c1cc(C(=O)Nc2cc(C)n(Cc3ccc(Cl)cc3)n2)no1
→ 7.0, 4.4, -2.9, 7.3, -2.1, -0.1, 2.0, 5.7, 1.2
> CCOC(=O)N1CCN(Cc2nc3c(c(=O)n(C)c(=O)n3C)n2Cc2cccc(C)c2)CC1
→ 5.5, 3.2, 4.8, 0.5, 2.3, 0.1, -1.2, -0.8, -8.6
> CC1Cn2c(nc(=O)c3c2NCN(CCc2ccccc2)C3)S1 (stereo unspecified)
→ -0.7, 1.1, 1.0, 0.6, 2.6, 0.0, 1.7, -3.2, -4.4
> C=CCSc1nnc(NC(=O)CSc2nc3ccccc3o2)s1
→ 6.7, 0.4, -1.3, -6.4, 1.5, 0.0, 0.3, 4.8, -2.5
> COc1ccc(Cl)cc1NC(=O)NCc1ccc2c(c1)OCO2
→ -1.0, 0.3, 2.2, 1.2, 9.4, 0.1, 4.0, -1.7, 7.2
> Cc1ccc(NC(=O)CC(NC(=O)c2ccccc2Cl)c2ccccc2)nc1 (stereo unspecified)
→ ., ., ., 10.7, -3.6, -0.1, 5.3, -5.2, 5.1
> CN1CCN(S(=O)(=O)c2cccc(C(=O)N(Cc3ccccc3)c3ccccc3)c2)CC1
→ -15.8, -6.4, 0.8, -4.7, -4.2, 0.8, -2.2, -2.4, -14.0
> C#CCOCCOCCOCCNc1nc(N2CCN(C(=O)[C@H]([C@@H](C)O)n3cc(CCCCN)nn3)CC2)nc(N2CCN(C(=O)[C@H](Cc3ccc(O)cc3)n3cc(CCO)nn3)CC2)n1
→ 2.0, -3.0, -2.2, 5.8, -1.8, 0.1, 3.2, -9.1, 2.7
> O=C(COC(=O)c1ccccc1O)NCc1ccco1
→ ., ., ., 3.0, 2.9, 0.2, ., ., 9.5
> COc1ccc(Nc2nc(NC(C)(C)C)nc(N3CCCC3)n2)c(OC)c1
→ 0.3, 3.0, -1.8, 4.7, 1.2, -0.1, 3.9, 3.5, 2.6
> CC(=O)Nc1ccc(C)c(NC(=S)Nc2ccc(F)cc2)c1
→ -1.3, 6.3, 0.8, -7.4, -10.0, 0.2, 4.1, -3.9, -46.2

Printed as active in core dimer inh, among the entries above:
structure | core dimer inh | TPT1 inh | proCasp3 act | Efflux pump inh | PP5 inh | GASC-1 inh
COc1ccc(NC(=O)Cn2cc(S(=O)(=O)Cc3ccccc3)c3ccccc32)c(OC)c1 | 52.0* | 0.2 | 4.2 | 9.6* | 5.1 | 9.4

Copied from the list.
In Efflux pump inh, `O=C(COC(=O)c1ccccc1O)NCc1ccco1` has 0.2
In procasp7 counter, `C#CCOCCOCCOCCNc1nc(N2CCN(C(=O)[C@H]([C@@H](C)O)n3cc(CCCCN)nn3)CC2)nc(N2CCN(C(=O)[C@H](Cc3ccc(O)cc3)n3cc(CCO)nn3)CC2)n1` has -1.8

Other records
The line under a structure holds: core dimer inh, CTSL1 counter, TPT1 inh, proCasp3 act, procasp7 counter, Efflux pump inh, PP5 inh, PP1 inh, GASC-1 inh
> COCCn1cc(C(=O)c2cc(Br)ccc2O)cc(C#N)c1=O
→ 6.3, -2.7, 16.6, 0.9, 6.2, 0.0, 0.6, -4.2, 21.9
> CSC(=Nc1ccccc1)C(C#N)c1nc2ccccc2[nH]1 (stereo unspecified)
→ 9.4, 1.9, -1.7, 2.3, 3.1, 0.0, 1.2, -1.7, 0.9
> CCc1ccc(C2c3[nH]c4ccccc4c3CCN2C(=O)CNC(N)=O)cc1 (stereo unspecified)
→ 4.0, 3.8, 2.8, 7.3, 7.4, 0.0, 0.7, 4.5, 2.2
> CCC(C)NC(=O)COc1ccc(S(=O)(=O)N2CCOCC2)cc1 (stereo unspecified)
→ -1.4, -1.9, 0.2, 5.1, 0.0, -0.1, 2.4, -0.8, 8.3
> CCn1cc(C(=O)N(C)c2ccc(OC)cc2OC)c2cc(OC)c(OC)cc2c1=O
→ 6.7, -4.6, -0.8, 1.1, 1.8, -0.3, 1.6, -0.2, -3.2
> COc1cc(/C=C/C(=O)OCC(=O)N2c3ccccc3NC(=O)C2(C)C)cc(OC)c1OC
→ ., ., ., 3.7, -3.6, 0.3, 1.9, -0.5, -8.9
> O=C(NC1CCS(=O)(=O)C1)c1cccc(S(=O)(=O)N2CCOCC2)c1 (stereo unspecified)
→ 1.7, -1.6, 0.6, -2.7, -6.3, 0.0, 1.7, -4.0, 4.8
> COc1ccc(/C=N/NC(=O)c2ccoc2C)cc1O
→ -9.1, 2.0, 5.5, 9.3, 4.7, 0.2, 3.3, -4.4, 18.4
> CC(C)CCNC(=O)CN(CC1CCCO1)C(=O)CCC(=O)Nc1ccccn1 (stereo unspecified)
→ 0.5, -2.1, -3.2, -8.0, -8.7, 0.0, 0.5, 1.7, 5.8
> O=C(O)c1ccc(Br)c(S(=O)(=O)N2CCCC2)c1
→ -0.5, 1.4, -1.4, -1.8, 5.5, -0.1, -0.6, -1.6, 1.8
> CC(C)(C)OC(=O)NCCCC[C@H](NC(=O)c1nc[nH]c1C(=O)N1CCc2ccccc2C1)C(=O)OC(C)(C)C
→ 14.2, 1.0, -1.2, 2.8, 1.2, 0.1, 4.6, 3.9, 17.7
> C[C@]1(CO)CCC[C@@]2(C)C1CC[C@@H](CO)[C@@H]2CCc1ccoc1 (stereo partly specified)
→ -3.2, 0.3, -3.5, 0.6, 0.1, -0.1, 1.3, 2.6, 2.7
> CCOC(=O)C1CCN(S(=O)(=O)c2c(C)n[nH]c2C)CC1
→ -7.2, 0.0, -0.5, -7.3, -6.0, -0.1, -1.2, -4.1, 0.7
> CC1CC(C)(C)CC(=O)C1C(=O)c1ccccc1 (stereo unspecified)
→ -2.4, -6.0, 2.7, 3.3, -4.7, 0.0, 1.7, 11.9, -3.1

Assay outcomes (PubChem BioAssay)
